GLP-1R agonist: qHTS of GLP-1 Receptor Agonists | Glucagon-like peptide 1 receptor (Homo sapiens), P43220 | HEK293 GLP-1R CRE-luciferase, luminescence, 4-6 h; cells express a hypersensitive GLP-1R form | Potency, µM (titrated, usually from 45.6 µM), for inactives: at the top dose activation, hits mostly activators | hit rate 0.007% among 380,000 | AID 624172, 2012; note: potency is the fitted concentration of half-maximal effect; % of control where 0% means no effect
EPAC1 antag: qHTS for Antagonist of cAMP-regulated guanine nucleotide exchange factor 3 (EPAC1): primary screen; Rap guanine nucleotide exchange factor 3 (Homo sapiens), O95398; EPAC1 GEF assay, Rap1b-BODIPY-GDP exchange fluorescence; Potency, µM (top dose mostly 115 µM), without a hit: at the highest dose activity change, negative = inhibition, hits mostly inhibitors; hit rate 0.14% among 360,000;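 note: potency is the fitted concentration of half-maximal effect; plate controls were vehicle for no effect and positive control for full effect; nearly all actives have a fitted effect of over 50% in size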
IL-2 act: qHTS of IL-2 Activators; activation, % (series mostly up to about 46 µM); hit rate 0.065% among 360,000; IL-2 activation reporter assay, cell-based qHTS; stimulated with anti-CD3/CD4/CD28 beads; in transgenic mouse T cells; in the data active = activation above about 50%; inconclusive = mostly about 30% to 49%; note: 0% is about no effect
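Readout: EGFP and DsRed signals by fluorescent plate cytometry. Unstimulated transgenic mouse T cells received compound 60 min before antibody-bead stimulation, then incubated 18 h at 37 degrees C.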
HEK293 tox: qHTS of GLP-1 Receptor Inverse Agonists: Cytotox Screen. HEK293 cAMP-luciferase reporter cells, luminescence, 24 h. AID 624418, 2012. hit rate 0.13% among 410,000. Potency, µM (highest dose often 38.3 µM), for inactives: at the top dose activity change, negative = inhibition, most hits filed as inhibitors;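 note: loss of luciferase light is scored as toxicity; potency is the fitted concentration of half-maximal effect; % is set by controls: 0 for no effect and ±100 for the full control effect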
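A 23 nL compound transfer followed 12 hours of cell culture at 37 deg C; exposure then lasted 24 hr. Luciferase assay detection reagent was dispensed and plates read for luminescence after a 12 min room-temperature wait.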
EPAC1 agonist: qHTS for Agonist of cAMP-regulated guanine nucleotide exchange factor 3 (EPAC1): primary screen; EPAC1 agonist qHTS, biochemical assay; response scale: 100% = response to 6.5 mM cAMP; hit rate 0.073% among 360,000; Potency, µM (series often up to 154 µM), for inactives: at the highest dose activation, usual class: activators; note: potency is the fitted concentration of half-maximal effect; nearly all actives have a fitted effect of over 60% in size
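Normalized to 6.5 mM cAMP, activity reflects EPAC1-catalysed release of BODIPY-GDP from Rap1B, followed kinetically over 30 min at 480 nm excitation, 540 nm emission. Reaction contained 100 nM EPAC1, 250 nM Rap1B-BODIPY-GDP, 50 uM GDP.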
PLK1 PBD block: qHTS for Inhibitors of PLK1-PDB (polo-like kinase 1 - polo-box domain): Primary Screen. Plk1 PBD binding of FITC phosphopeptide, fluorescence polarization. Potency, µM, inactives show max response, negative = inhibition, usual class: inhibitors. hit rate 2.8% among 360,000; note: potency is the fitted concentration of half-maximal effect; series mostly up to about 57 µM; % is set by controls: 0 for no effect and ±100 for the full control effect; nearly all actives have a fitted effect of over 65% in size
Target sequence (P53350 whole entry, looked up, the tested form may be a part): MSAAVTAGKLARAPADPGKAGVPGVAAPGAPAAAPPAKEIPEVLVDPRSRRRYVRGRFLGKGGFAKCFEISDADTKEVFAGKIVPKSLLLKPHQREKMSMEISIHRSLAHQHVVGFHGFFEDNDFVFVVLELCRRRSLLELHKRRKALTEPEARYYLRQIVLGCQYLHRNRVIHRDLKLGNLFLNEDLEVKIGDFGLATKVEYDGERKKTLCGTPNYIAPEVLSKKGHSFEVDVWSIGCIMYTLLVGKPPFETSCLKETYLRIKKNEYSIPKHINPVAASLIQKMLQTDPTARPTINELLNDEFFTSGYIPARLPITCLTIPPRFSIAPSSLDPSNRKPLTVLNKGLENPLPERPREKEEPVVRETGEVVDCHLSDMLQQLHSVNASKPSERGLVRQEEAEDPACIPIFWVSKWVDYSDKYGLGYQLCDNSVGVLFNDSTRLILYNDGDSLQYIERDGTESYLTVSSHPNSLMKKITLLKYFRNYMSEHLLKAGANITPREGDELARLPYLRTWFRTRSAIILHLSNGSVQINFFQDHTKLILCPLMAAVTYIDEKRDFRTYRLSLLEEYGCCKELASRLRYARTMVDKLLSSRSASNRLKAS
GLP-1R inv ag: qHTS of GLP-1 Receptor Inverse Agonists (Inhibition Mode) | Potency, µM (top dose mostly 38.3 µM), for the others: top-dose activity change, negative = inhibition, usual class: inhibitors | hit rate 1.6% among 410,000 | AID 624417, 2012 | HEK293 GLP-1R CRE-luciferase, luminescence, 24 h; GLP-1R form is constitutively active | Glucagon-like peptide 1 receptor (Homo sapiens), P43220; note: potency is the fitted concentration of half-maximal effect; % is set by controls: 0 for no effect and ±100 for the full control effect; nearly all actives have a fitted effect of over 55% in size
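Assay principle: reduced luminescence from a cAMP-responsive reporter in HEK293 cells co-expressing a constitutively active GLP-1R. Conditions: 24 hr compound incubation, 37 deg C, 5% CO2.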
PI5P4Ka inh: qHTS for Inhibitors of phosphatidylinositol 5-phosphate 4-kinase (PI5P4K) | Phosphatidylinositol 5-phosphate 4-kinase type-2 alpha (Homo sapiens), P48426 | PI5P4Kalpha enzyme, ADP-Glo luminescence, 60 min; stronger effect = lower value | max response, % | hit rate 1.2% among 330,000; active = max response of -50% or lower; inconclusive = between -30% and -50%; inactive = -30% or higher; note: value at the top dose of about 77 µM; % is set by controls: 0 for no effect and ±100 for the full control effect
Target sequence (P48426 whole entry, looked up): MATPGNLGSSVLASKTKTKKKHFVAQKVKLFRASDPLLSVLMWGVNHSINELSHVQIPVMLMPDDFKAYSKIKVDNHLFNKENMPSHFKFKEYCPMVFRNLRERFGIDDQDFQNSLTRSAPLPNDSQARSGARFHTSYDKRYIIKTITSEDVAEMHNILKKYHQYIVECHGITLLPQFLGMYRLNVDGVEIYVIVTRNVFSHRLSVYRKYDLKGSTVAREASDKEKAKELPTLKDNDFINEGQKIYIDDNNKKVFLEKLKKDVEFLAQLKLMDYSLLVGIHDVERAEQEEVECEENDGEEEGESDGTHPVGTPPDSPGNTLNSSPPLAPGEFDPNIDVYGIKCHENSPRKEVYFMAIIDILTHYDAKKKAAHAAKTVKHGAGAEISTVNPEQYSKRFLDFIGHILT
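Enzyme plus substrate dispensed, test compounds pinned in, then ATP (5 microM final) added. After 60 min at RT, ADP-Glo reagent 1 for 45 min and reagent 2 for 30 min preceded luminescence imaging.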
PTHR1 agonist: qHTS for PTHR1 Agonists: Primary Screen | Parathyroid hormone/parathyroid hormone-related peptide receptor (Homo sapiens), Q03431 | HEK293 GP2 PTHR1 cells, GloSensor cAMP luminescence, 1 h | Potency, µM (highest dose often 115 µM), inactives show top-dose activation, most hits filed as activators | hit rate 0.075% among 410,000; note: potency is the fitted concentration of half-maximal effect; nearly all actives have a fitted effect of over 55% in size; some results filed as inactive show a strong effect at the top dose; inactives centre near -15; many of its hits are not listed in these tables
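HEK-293-derived GP2 cells expressing PTHR1 and a GloSensor cAMP reporter, 3,000/well, plated overnight, given luciferin plus IBMX (each 0.5 mM as added) for 1 h at 37 °C, then compound for 1 h at 37 °C. Luminescence was read after 15 min at room temperature.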
Numbers without * were called inactive; i = inactive; ? = inconclusive; · = no result given; & = joins results of further samples; [ ] = remark or other dose. Unless noted, calls come from the whole dose curve; as a rule, active = well fitted curve in the direction sought with a large enough effect; inconclusive = small, poorly fitted or top-dose-only effect, or another doubt; inactive = no such curve, though single readings can be large; an effect the other way counts as inactive or inconclusive. The list is partial; the hit share may differ from the screen's.

SMILES	GLP-1R agonist	EPAC1 antag	IL-2 act	HEK293 tox	EPAC1 agonist	PLK1 PBD block	GLP-1R inv ag	PI5P4Ka inh	PTHR1 agonist
COc1ccc([C@H]2C[C@H](n3cc(-c4ccc(F)cc4)nn3)[C@@H](O)CN2CC2CCCCC2)cc1	-0.6%	-15.3%	-2.1	-27.7%	0.9%	7.3%	?	18.7	-20.5%
Cc1ccc(NS(=O)(=O)c2ccccc2)c2c1CC(C)(C)O2	-4.6%	-15.7%	-0.2	-16.9%	12.5%	-13.1%	?	0.1	-4.5%[57.5 µM]
Cc1ccc(S(=O)(=O)Nc2cccc3c2O[C@H](CN(C)Cc2ccccc2)[C@@H](C)CN([C@H](C)CO)C3=O)cc1	-7.0%	5.2%	-4.5	?	-13.3%	-3.2%	28.1%	5.3	i
Cc1cnn(C(=O)c2cc(-c3ccccc3)nc3ccccc23)c1	-0.4%	-11.3%	-3.1	-12.6%	9.8%	-6.5%	11.8%	·	-13.2%
O=C1Nc2ncccc2OC1CCCl (stereo not given)	-1.3%	-13.7%	-0.8	-1.0%	6.2%	-3.5%	4.8%	-1.9	-21.9%
CCOC(=O)c1c(C=O)c(C)n(Cc2ccc(C)cc2)c1C	13.7%	-2.8%	-1.2	-25.8%	0.9%	-3.2%	-26.9%	0.9	-28.1%
CCCOc1ccc(N2C(=O)CC(SC(=NC)Nc3ccc(F)cc3)C2=O)cc1 (stereo not given)	2.3%	-21.5%	1.3	18.7%	-3.0%	-11.7%	-30.6%	12.8	i
Nc1ccc(Oc2ccc(Cl)cc2)cc1	7.1%	9.0%	-1.0	3.7%	13.1%	-11.5%	0.0%	·	i
COc1ccc(C2CC(c3ccccc3)=NN2C(=O)COC(=O)c2cccnc2)cc1 (stereo not given)	-3.3%	4.4%	0.2	-3.8%	-1.5%	1.6%	0.0%	-1.0	-24.2%
CCOc1ccccc1/C=N/NC(=O)c1cccc(Cl)c1	-15.0%	3.9%	-0.3	-5.3%	-1.3%	-1.2%	8.7%	-3.5	i
O=C1c2ccccc2NC(c2cccc([N+](=O)[O-])c2)N1O (stereo not given)	0.5%	0.1%	4.3	-24.7%	10.2%	-8.1%	?	-1.6	-1.0%
COc1ccc(-c2ccc(CCC(=O)O)n2CC2CCCO2)cc1 (stereo not given)	6.0%	21.8%	0.6	3.3%	2.1%	-2.0%	-9.1%	2.6	i
CCC(C)n1ncn(-c2ccc(N3CCN(c4ccc(OC)cc4)CC3)cc2)c1=O (stereo not given)	-0.4%	4.2%	3.2	6.7%	-6.5%	-2.7%	-5.6%	-0.9	i
CCc1ccc(C2NC(=O)c3ccccc3O2)cc1 (stereo not given)	5.5%	-23.3%	-3.5	13.3%	-5.4%	-5.5%	15.0%	-1.6	-5.9%
CCCCOc1ccc(CNC(=O)c2ccc(-c3nc(CN4CCc5ccccc54)c(C)o3)cc2)cc1	-8.3%	·	·	-13.2%	·	·	?	·	-9.9%
Cc1ccc(OCCCOc2cccc3cccnc23)cc1C	?	-7.5%	-2.8	23.6%	13.4%	3.8%	?	-0.8	-30.4%[inhibitor]
CN(C(=O)CSc1nnc(CNC(=O)c2ccccc2)o1)c1ccccc1	-14.6%	11.1%	-1.9	-3.0%	-11.3%	-5.5%	2.2%	-5.4	i
CCCOc1ccc(C(O)CCNC(CC(=O)O)c2ccccc2)cc1 (stereo not given)	0.4%	0.7%	0.5	21.3%	-2.4%	-17.0%	7.0%	6.0	i
Cc1cc(NC(=O)c2cccc(S(=O)(=O)N3c4ccccc4CC3C)c2)no1 (stereo not given)	-0.4%	-24.8%	-4.8	0.0%	5.6%	-11.9%	?	2.1	-43.8%[inhibitor]
Cc1ccccc1NC(=O)C(Cl)=C(Cl)Cl	0.7%	-5.3%	-3.4	?	-7.6%	-10.2%	?	1.2	i
OCCN(CC(O)Cn1ccc2ccccc21)CC(O)Cn1ccc2ccccc21 (stereo not given)	-2.6%	-9.5%	0.0	-14.6%	-4.0%	-4.4%	?	20.7	i
Cc1ccc(Cn2c(Sc3ncccn3)nc3c2c(=O)[nH]c(=O)n3C)cc1	5.2%	0.0%	-2.6	-16.7%	14.7%	-4.4%	11.3%	2.4	-27.3%
O=C(N/C(=C/c1ccccc1)C(=O)N1CCCCC1)c1ccc(Br)o1	7.6%	-11.2%	0.5	4.0%	-1.2%	-0.6%	?	4.1	-43.8%[inhibitor]
Cc1oc(CC(C)C)c(CN)c1C(=O)O	-0.5%	1.9%	-1.1	0.7%	6.7%	-5.6%	6.7%	·	-24.8%[57.5 µM]
COc1ccc(NC(=O)c2cccc(N3C(=O)C4CCC(C)CC4C3=O)c2)c(OC)c1 (stereo not given)	15.8%	-10.4%	-0.2	4.3%	7.5%	-20.1%	7.5%	-0.7	-7.4%
Further records
SMILES	GLP-1R agonist	EPAC1 antag	IL-2 act	HEK293 tox	EPAC1 agonist	PLK1 PBD block	GLP-1R inv ag	PI5P4Ka inh	PTHR1 agonist
CCCC(C(=O)OCC)P(=O)(c1ccccc1)c1ccccc1 (stereo not given)	-1.8%	10.6%	-1.3	-23.7%	3.9%	-6.0%	0.0%	·	i
O=C(CNC(=O)c1cccc(OC(F)F)c1)Nc1ccc(Cl)cc1	10.2%	-5.9%	-0.6	-6.2%	1.4%	5.0%	?	1.0	-11.6%
O=C(NCC(=O)N(Cc1cccs1)C(C(=O)NC1CCCC1)c1cccnc1)c1ccco1 (stereo not given)	-1.4%	-3.6%	1.2	-11.5%	-9.3%	-2.8%	8.6%	-4.3	i
CN(c1ccccc1)c1nc(N)c([N+](=O)[O-])c(N2CCOCC2)n1	27.9%	-6.1%	0.4	-4.1%	-0.3%	-4.2%	71.0%[activator]	4.4	-12.2%
CCNC(=S)N/N=C/c1c(C)nn(-c2cccc(Cl)c2)c1Cl	2.0%	-7.3%	-1.8	-15.7%	-1.4%	-6.5%	?	-1.3	7.3%
Cc1cccc(N/C(=N\S(=O)(=O)c2ccccc2)C(F)(F)F)c1	-8.6%	?	-5.5	0.2%	-1.6%	-10.8%	-10.5%	-3.8	i
CCn1cc(C(=O)NCc2ccccc2Cl)c(=O)c2cc(S(=O)(=O)N3CCCCCC3)ccc21	0.7%	·	·	-0.5%	·	·	1.4%	·	-19.2%
O=C(COC(=O)c1ccc(NS(=O)(=O)c2cccs2)cc1O)Nc1nc2ccccc2s1	-0.6%	-29.7%	0.7	-17.8%	15.7%	-19.2%	?	-69.2*	-37.7%[inhibitor]
CC(=O)Nc1cccc(-n2nnc(SCC(=O)Nc3ccccc3)n2)c1	1.4%	-2.2%	-0.4	-2.9%	13.3%	-1.1%	3.4%	6.1	i
Cn1cc(S(=O)(=O)N2CCOCC2)cc1C(=O)Nc1cccc(C#N)c1	1.3%	·	·	-9.3%	·	·	1.9%	·	-1.0%
COc1ccc(CSc2nnc(C)n2N)cc1Br	6.0%	-11.1%	-0.1	16.2%	11.2%	-8.9%	7.4%	-0.6	?
CCCCC1=CC2=C(c3ccco3)C(=O)C(C)(OC(=O)c3ccc(OC)cc3)C(=O)C2=CN1CCCN(CC)CC (stereo not given)	-6.0%	0.1%	1.1	8.5%	2.5%	-14.9%	-5.4%	-3.6	-14.0%
COCCn1nnnc1C(C(C)C)N(Cc1cccnc1)Cc1cc2cc(OC)ccc2[nH]c1=O (stereo not given)	5.8%	2.3%	1.0	4.9%	5.2%	0.6%	109.4%[activator]	2.3	i
O=C1/C(=C/c2cccc([N+](=O)[O-])c2)CSc2ccc(Cl)cc21	9.2%	-7.0%	0.6	3.8%	2.4%	-12.5%	17.4%	16.5	i
COC(=O)c1ccc(NC(=O)CNS(=O)(=O)c2cccs2)cc1	-7.4%	13.5%	-3.2	-7.1%	8.1%	-13.6%	10.1%	·	i
C[C@H]1CN([C@@H](C)CO)C(=O)CCCn2nncc2CO[C@H]1CN(C)S(=O)(=O)c1cccc(F)c1	-2.6%	31.4%[activator]	1.5	2.5%	-27.0%	-13.4%	22.9%	-7.3	-2.0%
Cc1cc(C)cc(NC(=O)C(=O)NCCCN2CCOCC2)c1	8.0%&11.6%	5.5%	0.0	3.1%&0.1%	9.2%	-11.5%	6.0%&4.2%	1.3	i
CCOCCCNC(=O)CN1CCN(S(=O)(=O)c2ccc3c(c2)CCC3)CC1	-3.7%	-5.6%	0.2	-0.4%	1.7%	7.2%	6.5%	3.2	i
CCO[C@H]1OC(C(=O)NCc2ccccc2)=C[C@@H](C2CCCCC2)[C@@H]1CCCO	-0.3%	-7.3%	-0.8	3.0%	-20.6%	-1.7%	?	1.5	-20.4%

Compound activity: PubChem BioAssay, National Center for Advancing Translational Sciences (NCATS)
